# Bioassay records deposited in PubChem BioAssay by National Center for Advancing Translational Sciences (NCATS).
# Pol iota inh: DNA polymerase iota (human) inhibition; 390,000 tested, 1% active; Potency, µM (highest dose often 115 µM), inactives show top-dose activity, negative = inhibition, usual class: inhibitors; Pol iota fluorescent replication assay, 10 min; Q9UNA4; also: potency is read from the fitted curve at half-maximal effect
#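 Pol iota at 10 nM preincubated 15 min with compounds at room temperature; reaction started with fluorescent substrate, 50 nM final. Fluorescence read kinetically at 0 and 10 min; buffer-only wells as negative control.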
# BLM inh: Bloom syndrome helicase (human) inhibition | P54132 | recombinant BLM DNA unwinding, fluorescence dequenching | Potency, µM (series often up to 56.1 µM), for inactives: top-dose activity change, negative = inhibition, most hits filed as inhibitors | 350,000 tested, 0.2% active | AID 2528;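 also: potency is read from the fitted curve at half-maximal effect; plate controls were vehicle for no effect and no enzyme for full effect; nearly all actives have a fitted effect of over 35% in size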
# LDHA inh: inhibitors of human lactate dehydrogenase A | P00338 | activity change, % (values are at about 110 or 230 µM) | purified LDHA, NADH/diaphorase-resazurin fluorescence; active compounds read low | 480,000 tested, 0.15% active | AID 1347041; in the data active = activity change below about -30%; inconclusive = mostly about -25% to -30%;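 also: plate controls were DMSO wells for no effect and wells without enzyme for full effect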
#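 Resorufin fluorescence (ex540/em590), read at 0 and 20 min after diaphorase/resazurin addition, reports the NADH left after a 5 min room-temperature reaction of 2 nM human LDH5 with 0.06 mM NADH and 0.2 mM pyruvate.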
# Pol kappa inh: blocks human DNA polymerase kappa activity. Potency, µM (series often up to 107 µM), inactives show at the highest dose activity, negative = inhibition, actives largely listed as inhibitors. Q9UBT6. purified Pol kappa, fluorescent DNA synthesis assay, 10 min. 400,000 tested, 0.53% active; also: potency is read from the fitted curve at half-maximal effect; % is scaled to controls: 0 for no effect and ±100 for the full control effect
#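 10 nM Pol kappa preincubated 15 min at room temperature with compounds, then reaction started with substrate at 50 nM final. Fluorescence read kinetically at 0 and 10 min; buffer-only wells served as negative control.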
# Pol eta inh: DNA polymerase eta (human) inhibition. 390,000 tested, 1.2% active. AID 588591. recombinant Pol eta, fluorescent DNA replication assay. Q9Y253. Potency, µM (highest dose often 114 µM), for inactives: top-dose activity change, negative = inhibition, actives largely listed as inhibitors; also: potency is read from the fitted curve at half-maximal effect; % is scaled to controls: 0 for no effect and ±100 for the full control effect
# Target sequence (Q9Y253 whole entry, looked up): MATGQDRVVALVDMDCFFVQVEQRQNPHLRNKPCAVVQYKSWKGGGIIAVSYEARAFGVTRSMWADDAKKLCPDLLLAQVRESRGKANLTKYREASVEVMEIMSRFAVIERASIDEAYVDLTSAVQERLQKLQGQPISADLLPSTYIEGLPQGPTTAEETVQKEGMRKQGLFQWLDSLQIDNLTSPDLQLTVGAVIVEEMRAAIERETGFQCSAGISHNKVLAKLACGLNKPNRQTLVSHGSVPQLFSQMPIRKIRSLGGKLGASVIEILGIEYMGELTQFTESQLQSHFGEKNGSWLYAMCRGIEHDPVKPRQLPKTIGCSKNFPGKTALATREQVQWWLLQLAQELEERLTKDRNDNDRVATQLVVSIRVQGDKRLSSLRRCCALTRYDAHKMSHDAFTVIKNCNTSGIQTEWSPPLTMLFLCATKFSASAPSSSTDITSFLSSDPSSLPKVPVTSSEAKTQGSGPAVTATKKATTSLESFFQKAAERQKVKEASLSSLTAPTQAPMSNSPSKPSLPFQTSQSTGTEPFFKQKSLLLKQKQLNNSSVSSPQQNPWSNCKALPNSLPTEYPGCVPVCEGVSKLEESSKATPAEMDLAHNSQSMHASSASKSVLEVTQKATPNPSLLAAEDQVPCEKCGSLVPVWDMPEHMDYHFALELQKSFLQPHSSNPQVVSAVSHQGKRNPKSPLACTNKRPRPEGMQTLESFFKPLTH
#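 Pol eta at 10 nM preincubated with compounds 15 min at room temperature; reaction started with fluorescent substrate (50 nM final) and read kinetically at 0 and 10 min.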
# Apoferritin bind: binds horse apoferritin like a general anesthetic. apoferritin/1-aminoanthracene competitive binding, fluorescence. Potency, µM (series often up to 77.5 µM), without a hit: at the top dose activity change, negative = displacement, hits mostly inhibitors. 350,000 tested, 0.074% active. AID 485281; also: potency is read from the fitted curve at half-maximal effect; % is scaled to controls: 0 for no effect and ±100 for the full control effect; nearly all actives have a fitted effect of over 20% in size
# Target sequence (P02791 2-175 limits assumed): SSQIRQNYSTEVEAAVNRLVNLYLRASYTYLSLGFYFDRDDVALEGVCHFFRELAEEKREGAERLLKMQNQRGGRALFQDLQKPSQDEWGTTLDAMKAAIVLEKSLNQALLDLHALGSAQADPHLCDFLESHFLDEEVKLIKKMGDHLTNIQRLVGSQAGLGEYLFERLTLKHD
#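 Horse-spleen apoferritin (10 uM) in 50% saturated 1-aminoanthracene in PBS was incubated 10 min at room temperature with compound. Fluorescence (ex 380, em 535 nm) was normalized to free and bound 1-AMA, with concentration-response fitted by a four-parameter Hill equation.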
# APEX1 inh: APE1 (human) endonuclease inhibition. P27695. recombinant APE1, TAMRA/BHQ-2 abasic DNA cleavage fluorescence. Potency, µM (highest dose often 65.8 µM), without a hit: at the highest dose activity change, negative = inhibition, usual class: inhibitors. 350,000 tested, 0.35% active. AID 2517;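 also: potency is read from the fitted curve at half-maximal effect; plate controls were vehicle for no effect and reference inhibitor for full effect; nearly all actives have a fitted effect of over 55% in size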
#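 APE1 at 0.75 nM final was preincubated with compound 15 min at room temperature, then 50 nM double-stranded THF abasic-site substrate (5'-TAMRA/3'-BHQ-2) was added. Fluorescence (ex 525/em 598 nm) was read kinetically; third-minus-first read gave activity.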
# POLB inh: DNA polymerase beta (human) inhibition | P06746 | Pol beta primer extension/strand displacement, fluorescence kinetic | Potency, µM (highest dose often 114 µM), for the others: at the top dose activity change, negative = inhibition, most hits filed as inhibitors | 340,000 tested, 1.3% active | AID 485314; also: potency is read from the fitted curve at half-maximal effect; % is scaled to controls: 0 for no effect and ±100 for the full control effect
#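 Pol beta (10 nM) and compounds were preincubated 15 min at room temperature, then 50 nM substrate (final) started primer extension/strand displacement. Reads were taken at 0 and 10 min; concentration-response data were fitted to a four-parameter Hill equation.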
# Glioma ERSR ind: ER stress response induction in glioma | U87-MG GRP78 promoter luciferase reporter, 16 h | Potency, µM, for inactives: at the highest dose activation, actives largely listed as activators | 420,000 tested, 0.02% active | AID 602332; also: potency is read from the fitted curve at half-maximal effect; series mostly up to about 76 µM; % of control where 0% means no effect; nearly all actives have a fitted effect of over 35% in size
#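 Stably transfected U87-MG glioma cells carrying a GRP78-based luciferase sensor; 16 h compound incubation. Luminescence end-point read 10 min after Bright-Glo addition at room temperature.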
# Numbers without * were called inactive; ? = inconclusive; nt = no result given; & = joins results of further samples; [ ] = dose if it differs, or a comment. Unless noted, calls follow the shape of the dose curve; as a rule, active = well fitted curve in the direction sought with a large enough effect; inconclusive = small, poorly fitted or top-dose-only effect, or another doubt; inactive = no such curve, though single readings can be large; an effect the other way counts as inactive or inconclusive. Only part of the results is shown; rates above refer to the full screens.
# Results follow in this order: Pol iota inh | BLM inh | LDHA inh | Pol kappa inh | Pol eta inh | Apoferritin bind | APEX1 inh | POLB inh | Glioma ERSR ind
Cc1ccc(-c2n[nH]c3c2C(c2ccc(C(C)(C)C)cc2)NC3=O)cc1 (centres undefined)
  49%[activator] | -3% | -1 | -32% | -1% | 48%[activator] | nt | 3% | -2%
CCCCC(=O)Nc1cccc(C(C)O)c1 (centres undefined)
  nt | -1% | nt | nt | nt | -13% | -4% | -1% | nt
CC1(C)CC2CC(C)(CN2S(=O)(=O)c2cccc(N)c2)C1 (centres undefined)
  -10% | -5% | -1 | -15% | -12% | 0% | -1% | -1% | -2%
Nc1nncn1C(=O)CCc1ccccc1
  ? | -2% | -4 | -6% | -7% | -2% | -1% | -5% | -1%
CCN(CC)C(=O)c1nc[nH]c1C(=O)N1CCC(C)CC1
  -7% | nt | -2 | 11% | -7% | nt | 43% | nt | -3%
Cc1ccc(-c2nnn(CC(=O)N(Cc3cccs3)C(C(=O)NC3CCCC3)c3ccco3)n2)o1 (centres undefined)
  11% | -5% | -3 | -11% | 3% | -11% | -2% | ? | -3%
Cc1ccc(S(=O)(=O)Oc2ccc(C3C4=C(CCCC4=O)OC4=C3C(=O)CCC4)cc2)cc1
  1% | -11% | -7 | -6% | -7% | -12% | -3% | 17% | 4%
CCc1ccc(CCC(=O)Nc2ccc(S(N)(=O)=O)cc2)o1
  21% | 0% | 0 | -8% | -13% | 1% | 14% | 19% | -3%
CN(C(=O)c1ccc(NC(=O)Cc2cccc(NC(=O)C3CCN(C(=O)CCc4ccccc4)CC3)c2)cc1)C1CCCC1
  2% | nt | -21 | -3% | -3% | nt | 9% | nt | 2%
CC(C)NC(=O)c1ccc(-n2c(-c3ccccc3)cc3c2CCCC3)cc1
  -8% | -3% | -4 | -19% | -2% | 54%[activator] | nt | -22% | 3%
CCOC(=O)c1cnc(SCc2cccc3ccccc23)nc1N
  9% | -11% | -6 | -19% | -15% | -20% | 2% | -8% | 4%
COc1ccc(/C=C/C(=O)NCc2cnn(C)c2C)cc1COc1ccc(Br)cc1
  1% | -15% | 3 | -5% | -15% | -14% | 9% | -4% | 0%
CC1CN(c2nc(Nc3ccccc3)nc(N)c2[N+](=O)[O-])CC(C)O1 (centres undefined)
  11% | 2% | -9 | -17% | -19% | -16% | -1% | 6% | -2%
CCC1CCc2nc3sc(C(=O)Nc4ccc(C)cc4C)c(N)c3cc2C1 (centres undefined)
  6% | 0% | 1 | -3% | -9% | 15% | nt | -5% | -1%
CC(C)C(C(=O)NCC1CCCO1)N(Cc1cccs1)C(=O)CNS(=O)(=O)c1ccccc1 (centres undefined)
  43%[activator] | -3% | -9 | -10% | -23% | -6% | -11% | -3% | -3%
Cc1ccnc(NS(=O)(=O)c2ccc(NC(=O)c3ccc(S(=O)(=O)N4CCOCC4)cc3)cc2)n1
  1% | 4% | -4 | -17% | -13% | 0% | 1% | -1% | -4%
O=C(Nn1c(=S)[nH]c2ccccc2c1=O)c1ccncc1
  7% | -4% | -9 | 1% | 9% | -9% | 0% | 3% | -1%
Cc1sc2ncnc(N3CCN(S(=O)(=O)c4ccc(C(C)(C)C)cc4)CC3)c2c1C
  -3% | nt | -4 | -6% | -4% | nt | -9% | nt | -2%
Cc1cccc(NC(=O)NCC(c2cccnc2)N2CCOCC2)c1 (centres undefined)
  19% | 1% | -2 | -10% | -13% | -9% | -1% | 1% | -3%
CCC(C)NC(=O)c1n[nH]c(=O)c2ccccc12 (centres undefined)
  6% | -3% | -4 | -15% | -4% | ? | -3% | 11% | -4%
O=C(Nc1ccncc1)Nc1ccc(F)cc1F
  1%[58.9 µM] | 0% | -3 | -2% | -2% | -7% | 15% | 1% | 4%
COC(=O)c1sccc1NC(=O)c1ccc(C)cc1
  -4% | -1% | -10 | -6% | 4% | 7% | -13% | 1% | -2%
COc1ccc(S(=O)(=O)Nc2cc(S(=O)(=O)c3ccccc3)c(O)c(C)c2C)cc1
  -9% | 1% | 2 | -24% | -5% | -2% | nt | -18% | -1%
Clc1ccc(CN2CCN(/N=C/c3cccnc3)CC2)cc1
  102%[activator] | -6% | -6 | -12% | -19% | -4% | -4% | -9% | -1%
CCOc1ccc(S(=O)(=O)NCCC(=O)NC2CCCCC2)cc1
  5% | nt | -10 | -13% | -5% | nt | -7% | nt | -3%
Cc1cc2c(c(=O)o1)[C@@H](O)[C@H]1O[C@@H]1C2=O
  nt | -3%[12.4 µM] | nt | nt | nt | -5%[15.3 µM] | ? | nt | -2%
Cc1ccc(-c2nn3nnnc3c3ccccc23)cc1C
  4% | -6% | -3 | -4% | -9% | -7% | 15% | -4% | -4%
COC(=O)c1c(C(=O)OC)c(-c2ccc(C)cc2)n2c1CS(=O)C2 (centres undefined)
  11% | -2% | -4 | 1% | -13% | -11% | -1% | 4% | -2%
COc1ccccc1N1CCN(CCCN2C(=O)C3CCCCN3C2=O)CC1 (centres undefined)
  ? | nt | -1 | -10% | -22% | nt | nt | nt | -1%
O=C(c1cc(=O)[nH]c2ccccc12)N1CCN(c2ccccc2)CC1
  -20% | -12% | -1 | 2% | -1% | -6% | 2% | -1% | 0%
Cc1nn(CCCC(=O)NC2CCC(C)CC2)c(=O)c2nn(-c3ccccc3)c(C)c12 (centres undefined)
  -5% | 2% | -1 | 4% | 6% | -4% | 25% | -8% | -5%
O=[N+]([O-])c1cncc([N+](=O)[O-])c1Nc1cccc(O)c1
  1% | -3% | -1 | -6% | -3% | ? | -12% | -2% | -6%
CCCCCC(=O)Cc1cc(O)cc(O)c1C(=O)Oc1cc(CC(=O)CCCCC)c(C(=O)O)c(OC)c1
  nt | 4% | nt | -11%[60.1 µM] | nt | -12% | 4% | nt | 4%
CC1CCCCC1NC(=O)COc1ccc(-n2cnnn2)cc1 (centres undefined)
  11% | 3% | 3 | -6% | -6% | -11% | -1% | -21% | 0%
CCC(=O)c1ccc(N2CCN(C(=O)c3cccc(F)c3)CC2)c(F)c1
  59%[activator] | -8% | 1 | -11% | 6% | -10% | 6% | 4% | -3%
COc1ccc(CCNC(=O)c2cc(S(=O)(=O)N(C)C)ccc2N2CCCC2)cc1
  1% | -2% | 1 | -22% | -2% | -9% | 3% | 5% | 1%
O=C(Cc1ccccc1)NN=Cc1ccccc1
  12% | nt | -6 | ? | -17% | nt | nt | nt | 6%
Cc1nc(N2CCN(C)CC2)[nH]c(=O)c1Cc1cccc2ccccc12
  0% | 0% | 3&5 | -7% | -4% | -14% | 1% | -24% | 3%
O=c1c2[nH]c3cccc(Cl)c3c2ncn1Cc1ccncc1
  -1% | -4% | -6 | -3% | ? | -4% | 14% | -1% | -2%
CCN(CC)C(=O)CSc1nsc(SCC(=O)N(CC)CC)c1C#N
  10% | -9% | -5 | 9% | 11% | 6% | 1% | -1% | -3%
O=C(NCc1cccs1)C1CC(=O)N(C2CCCC2)C1 (centres undefined)
  -11% | 1% | -1 | 15% | -12% | 0% | 5% | 10% | -5%
CCOCCCn1c(=S)[nH]c2cc(C(=O)N3CCOCC3)ccc2c1=O
  10% | 0% | -8 | -9% | 0% | -7% | -7% | 25% | 1%
COCC(C)n1c(C)cc(C(=O)COC(=O)CN=C2NS(=O)(=O)c3ccccc32)c1C (centres undefined)
  22% | -4% | -15 | -9% | -17% | -22% | 3% | 1% | 2%
O=C(COC(=O)c1cc(Cl)ccc1O)NNC(=O)c1ccccc1F
  23% | nt | -4 | -6% | -21% | nt | -6% | nt | -3%
O=C(Cc1cc(=O)[nH]c(=O)[nH]1)NCc1ccccc1
  20% | -1% | -6 | -14% | -4% | -6% | 16% | 27% | -2%
COc1cc(Br)c(CC(=O)NNC(=O)c2ccc(F)cc2)cc1OC
  81%[activator] | nt | -8 | -6% | -2% | nt | -8% | nt | -2%
CCOc1ccc(NC(=O)CN(C)C(=O)c2ccc(C)o2)cc1OCC
  147%[activator] | -3% | -5 | -5% | -20% | 3% | 2% | 24% | -7%
COc1ccc(C(C)NC(=O)C23CC4CC(CC(C4)C2)C3)cc1 (centres undefined)
  97%[activator] | -3% | -2 | -3% | -18% | -4% | 7% | 5% | -3%
Cc1ccc(CSc2nnc3nc(C)cc(C)n23)cc1
  3% | -3% | -2 | -3% | ? | -6% | 8% | 11% | -3%
O=C1Nc2ccc(F)cc2C12OCCO2
  19% | -2% | 1 | 14% | -16% | 7% | -15% | 13% | -1%
S=C(NCCCc1cnc[nH]1)NCCCN(Cc1ccc(Cl)cc1)c1ccc(Br)cc1
  -2% | nt | -2 | -21% | nt | nt | nt | nt | -12%
Cc1ccc(OCC(=O)NCC(=O)Nc2ccc(F)c(F)c2F)c([N+](=O)[O-])n1
  12% | 4% | -3 | -8% | -25% | -8% | 12% | 36% | -4%
Cc1[nH]c(=O)[nH]c(=O)c1S(=O)(=O)Nc1ccc(F)c([N+](=O)[O-])c1
  20% | -2% | 0 | -13%[60.1 µM] | -8% | -1% | 2% | 15% | -3%
O=C(/C=C/c1ccco1)c1ccc(O)cc1
  nt | 1% | nt | nt | nt | -16% | ? | ? | nt
COc1cc2cnc(-c3ccccc3)c(-c3ccc([N+](=O)[O-])cc3)c2cc1OC
  -13% | nt | 0 | -9% | -18% | nt | -21% | nt | 9%
O=C(Nc1nc(-c2cccs2)c(C(=O)C(F)(F)F)s1)c1ccco1
  -7% | -1% | -11 | 0% | -14% | -16% | -2% | 2% | 1%
COC(C[C@@H]1O[C@H]1[C@H](O)COCc1ccccc1)OC
  -5% | -3% | -3 | -1% | -6% | -5% | 4% | 3% | -7%
COC(=O)C1=CO[C@@H](O[C@@H]2O[C@H](CO)[C@@H](O)[C@H](O)[C@H]2O)C2C1CC(O)O[C@H]2C (some centres undefined)
  13% | nt | 9 | -2% | -8% | nt | -4% | nt | -1%
CCn1c(SCc2ccc(OC)cc2)nnc1-c1ccncc1
  27% | -1% | -5 | -4% | 0% | 2% | -3% | 17% | -2%
COc1ccc(-c2oc3ccc(-c4ccc(OC)nc4)cc3c2C#CC2(O)CCCCC2)cc1
  11% | -9% | 0 | 6% | -13% | -12% | -11% | -1% | 2%
